# SIAE primary: human SIAE inhibitors, primary screen, biochemical, fluorescence polarization, FP-Rh probe, 1536-well HTS; SIAE FP-Rh probe binding; inhibition, % at 9.66 µM; actives 0.69% (n = 370,000);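 active = inhibition above a cutoff: mean of compounds within the control limits plus 3 SD of those, cut at about 17% in these data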;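 note: 0% = plate median of compound wells and 100% = probe without SIAE protein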
# MBD2 DNA inh: inhibitors of MBD2 binding to methylated DNA, primary screen, biochemical, TR-FRET, DNA-binding domain, human; Methyl-CpG-binding domain protein 2 (Homo sapiens), Q9UBB5; MBD2 binding to methylated oligonucleotide; inhibition, % at 4.4 µM; actives 0.31% (n = 370,000); in the data active = inhibition above about 13%
# Target sequence (Q9UBB5 whole entry, looked up, the tested form may be a part): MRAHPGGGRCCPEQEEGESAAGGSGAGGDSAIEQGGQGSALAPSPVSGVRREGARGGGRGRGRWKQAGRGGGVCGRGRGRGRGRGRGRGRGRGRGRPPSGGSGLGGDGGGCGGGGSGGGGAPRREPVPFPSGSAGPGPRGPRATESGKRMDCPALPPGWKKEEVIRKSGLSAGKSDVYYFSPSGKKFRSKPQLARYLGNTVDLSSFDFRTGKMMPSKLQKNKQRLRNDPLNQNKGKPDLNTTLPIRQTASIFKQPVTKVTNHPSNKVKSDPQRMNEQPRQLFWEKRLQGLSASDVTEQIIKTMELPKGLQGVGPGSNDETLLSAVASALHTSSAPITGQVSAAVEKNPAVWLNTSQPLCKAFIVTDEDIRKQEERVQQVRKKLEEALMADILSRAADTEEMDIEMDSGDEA
# proKLK7 act: proKLK7 zymogen activators, primary screen, biochemical, fluorescence intensity; Kallikrein-7 (Homo sapiens), P49862; activation, % at 7 µM; actives 0.9% (n = 370,000); AID 652039, 2013; purified proKLK7, EDANS-DABCYL substrate fluorescence; 100% is mature enzyme control, 0% vehicle;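 active = activation above the mean of all tested compounds plus 3 SD, computed per campaign excluding outliers beyond control limits, cut at about 13% in these data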
# Target sequence (P49862 whole entry, looked up): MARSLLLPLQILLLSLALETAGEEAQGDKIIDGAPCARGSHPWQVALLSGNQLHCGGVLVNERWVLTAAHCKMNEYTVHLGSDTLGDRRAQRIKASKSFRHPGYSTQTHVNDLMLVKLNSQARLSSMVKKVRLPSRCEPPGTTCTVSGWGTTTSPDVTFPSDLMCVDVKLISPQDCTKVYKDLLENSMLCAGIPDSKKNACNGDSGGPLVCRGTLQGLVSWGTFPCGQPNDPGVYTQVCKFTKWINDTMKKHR
# Tn7 DDE FP: inhibitors of Tn7 peptide binding to fibrin DD(E), primary screen, biochemical, fluorescence polarization, human fibrin, Tn7 probe | Fibrinogen beta chain (Homo sapiens), P02675 | FP displacement of FITC-Tn7 peptide from fibrin DD(E); 0% = median of compound wells per plate | inhibition, % at 8.3 µM | actives 0.13% (n = 370,000);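 active = inhibition above the mean of compounds falling within the control limits plus 3 SD of them, cut at about 14% in these data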;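 note: 0% = plate median of compound wells and 100% = 10 µM Aha-Tn7 peptide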
#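 system = human fibrin DD(E) protein | quantity = DD(E) 2 µM final | medium = Tris/NaCl/CaCl2 buffer, pH 7.8 | also added = labelled Tn7 tracer, 0.1 µM | compound dosing = single point at 8.3 µM | timing = compound with protein 10 min, then 3 h after probe, room temperature | signal = FP measurement | benchmarks = Aha-Tn7 high control | repeats = one replicate per compound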
# UHRF1 MBD2 ctr: UHRF1 methylated DNA binding inhibitors, primary screen, counter-screen for MBD2 inhibitor project, biochemical, TR-FRET, human UHRF1, single concentration. E3 ubiquitin-protein ligase UHRF1 (Homo sapiens), Q96T88. UHRF1 binding to methylated oligo. inhibition, % at 4.4 µM. actives 0.75% (n = 370,000); in the data active = inhibition above about 21%;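 note: UHRF1 SRA domain binding a hemimethylated CpG hairpin DNA probe; 0% = median of test compound wells and 100% = reference inhibitor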
# DDE Tn6 FP inh: inhibitors of Tn6 peptide binding to fibrin DD(E), primary screen, biochemical, fluorescence polarization, human fibrin, Tn6 probe. Fibrinogen beta chain (Homo sapiens), P02675. Fibrin DD(E) TRITC-Tn6 fluorescence polarization displacement. inhibition, % at 8.3 µM. actives 0.21% (n = 370,000). AID 720509, 2013;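 active = inhibition above a per-campaign cutoff: mean of compounds within control limits plus 3 SD, cut at about 15% in these data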;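 note: 0% = median of all compound wells on the plate and 100% = blocking peptide control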
# LEDGF integ inh: blockers of LEDGF/p75-dependent integrase strand transfer – biochemical, TR-FRET, high throughput, primary screen | actives 0.64% (n = 370,000) | inhibition, % at 3.7 µM | TR-FRET IN-LEDGF/p75 DNA integration, Eu/Cy5 | AID 743269, 2014 | HIV-1 integrase (with human LEDGF/p75);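 active = inhibition above the screen-wide mean plus 3 SD, cut at about 13% in these data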;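 note: signal is the Cy5 over europium emission ratio at 671 and 618 nm; 0% = plate median of compound wells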
# TCR-CD3 inh: inhibitors of human TCR-CD3 interaction, primary screen, biochemical, fluorescence, TAMRA-labeled TCR probe | inhibition, % at 9.4 µM | actives 0.37% (n = 360,000) | AID 651800, 2012; in the data active = inhibition above about 19%;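 note: recombinant mutant TCR 2C K166C tagged with TAMRA read by polarization; 0% = receptor in buffer alone and 100% = receptor with positive control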
# TDP2 absorb: human TDP2 enzyme inhibitors, primary screen, biochemical, epi absorbance, recombinant enzyme. Tyrosyl-DNA phosphodiesterase 2 (Homo sapiens), O95551. T5PNP hydrolysis, p-nitrophenol absorbance 415 nm. inhibition, % at 12.8 µM. actives 0.34% (n = 370,000);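 active = inhibition above the mean of all tested compounds plus 3 SD, set per campaign, cut at about 25% in these data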;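 note: 0% = DMSO with enzyme and 100% = buffer with substrate but no TDP2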
#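 Assay system: recombinant human TDP2 / Reagent: T5PNP substrate at 5 mM, a TopII-DNA adduct mimic / Measured by: epi absorbance from released p-nitrophenol / Evaluation: % inhibition relative to enzyme-containing and enzyme-free wells / Control set: enzyme-free and DMSO wells / Replicates: each compound tested once, singlicate / Schedule: enzyme reaction with compound for 2 h at 37 °C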
# PRMT1 inh: PRMT1 methyltransferase inhibitors, primary screen, biochemical, fluorescence polarization | Protein arginine N-methyltransferase 1 (Homo sapiens), Q99873 | recombinant PRMT1, activity-based probe fluorescence polarization | inhibition, % at 2.79 µM | actives 1.3% (n = 370,000) | AID 652257, 2013;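 active = inhibition above about 21% made by adding two undisclosed values, limit read from the data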
# Target sequence (Q99873 whole entry, looked up): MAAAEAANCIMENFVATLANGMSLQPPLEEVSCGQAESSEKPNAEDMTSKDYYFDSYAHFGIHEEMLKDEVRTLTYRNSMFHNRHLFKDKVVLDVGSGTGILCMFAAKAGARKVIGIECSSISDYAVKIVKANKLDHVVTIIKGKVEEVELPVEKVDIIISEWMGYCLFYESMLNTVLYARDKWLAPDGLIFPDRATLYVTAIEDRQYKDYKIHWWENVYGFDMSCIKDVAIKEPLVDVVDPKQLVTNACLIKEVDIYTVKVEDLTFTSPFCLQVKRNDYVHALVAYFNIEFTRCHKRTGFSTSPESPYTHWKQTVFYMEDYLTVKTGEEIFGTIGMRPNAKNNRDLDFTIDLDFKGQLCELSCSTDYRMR
# The depositor's hits bear a star. Hits appear at their usual frequency; 4.6% or so of the library scored in one or more.
# Every second line gives: SIAE primary	MBD2 DNA inh	proKLK7 act	Tn7 DDE FP	UHRF1 MBD2 ctr	DDE Tn6 FP inh	LEDGF integ inh	TCR-CD3 inh	TDP2 absorb	PRMT1 inh
COc1ccc(CCNC(=O)c2ccc3ccccc3n2)cc1
→ 6	7	0.2	4	-1	2	-2	3	13	6
O=C(c1cccc([N+](=O)[O-])c1)N1CCCC(C(=O)N2CCc3ccccc3C2)C1 (configuration not stated)
→ 4	4	0.1	6	1	10	2	8	-2	1
CCOC(=O)Nc1ccc2c(c1)N(C(=O)CN1CCN(C)CC1)c1ccccc1S2
→ 1	-3	-0.1	-6	1	0	-2	3	5	-4
Cc1ccc(S(=O)(=O)N(C)CC(=O)OCC(=O)N2CCCC2=O)cc1
→ 7	6	0.1	6	1	0	-2	-5	-14	3
CCOC(=O)Cc1ccc(NC(=O)c2ccc([N+](=O)[O-])cc2)cc1
→ -5	0	-0.6	5	-1	-6	-3	4	5	-2
COc1ccc(NC(=O)CN2CCC(n3c(C)nc4cc(F)ccc43)CC2)c(OC)c1
→ 1	-1	0.2	6	2	-1	1	2	0	-3
O=C(CSc1cccs1)NCCc1ccccc1
→ 1	2	0.5	1	3	1	-1	-2	5	1
COC(=O)c1ccccc1S(=O)(=O)N1CCC(C(=O)NC2CCCCC2C)CC1 (configuration not stated)
→ -3	-2	0.2	-1	1	4	-1	6	5	1
Clc1ccc(-c2cccs2)nn1
→ -1	-9	-1.4	0	0	-3	6	6	-12	-6
CC1(C(=O)NS(=O)(=O)c2ccccc2)CCN1C(=O)C1CCCCC1 (configuration not stated)
→ -2	-5	-0.4	-2	0	3	4	8	15	2
Cc1ccc(-n2c(C)nnc2SCC(=O)N2CCc3ccccc3C2)cc1C
→ 9	3	0.0	1	-1	-1	5	-3	9	-5
COc1ccccc1-n1c(-c2ccco2)n[nH]c1=S
→ 4	-4	-0.4	-5	0	-8	-2	8	9	-1
Nc1nc(-c2ccc3c(c2)CCO3)cs1
→ 4	-2	-0.7	1	1	2	-1	8	11	2
Cc1c(C(=S)Nc2ccccc2)cnn1-c1ccc([N+](=O)[O-])cc1
→ -15	2	0.7	1	-1	-3	-1	0	-3	-3
CN1CCN(C(=S)c2cn(Cc3ccc(F)cc3)c3ccccc23)CC1
→ 2	4	-0.1	10	0	7	-2	-5	7	0
O=C(c1ccccc1)C1C(c2ccccc2)C1[N+](=O)[O-] (configuration not stated)
→ 7	-3	0.3	0	1	0	-2	2	5	-3
COc1ccc(CN2C(=O)c3cccnc3C2=O)cc1S(=O)(=O)N1CCCCC1
→ 7	4	-0.4	-2	0	-5	-1	-8	2	6
O=C(COC(=O)C12CC3CC(CC(C3)C1)C2)Nc1ccc([N+](=O)[O-])cc1Cl
→ 12	9	0.6	5	-2	3	-1	2	0	-1
O=C(NCc1ccco1)NC(=O)c1csc([N+](=O)[O-])c1
→ 0	-3	-0.3	-2	5	1	-4	1	-3	5
CCn1c(SC(=O)NC2CCCCC2)nnc1-c1cccs1
→ 0	-6	-9.9	-2	-3	1	-3	-1	1	2
O=C(NC1C=CS(=O)(=O)C1)c1ccccc1 (configuration not stated)
→ 1	-2	-0.3	-8	-4	2	3	-1	7	-5
COc1ccc(CSCCN)cc1Cl
→ 0	0	0.1	-7	-1	7	3	6	0	2
C[C@H](O)CNC(=O)c1[nH]cnc1C(=O)Nc1ccc(CNC(=O)OC(C)(C)C)cc1
→ -5	3	1.1	-3	13	-2	0	-2	8	3
CC(C)C(=O)N(Nc1nc2ccccc2s1)C(=O)C(C)C
→ -12	4	0.8	1	-1	-1	-2	1	-12	1
Cc1ccc(CNC(=O)C2CCCN(C(=O)N(C)C)C2)cc1 (configuration not stated)
→ 0	-1	0.1	2	3	4	-3	0	7	-4
CCOc1ccc(C2C(C(=O)/C=C/c3ccco3)=C(O)C(=O)N2CCN2CCOCC2)cc1OC (configuration not stated)
→ 1	-3	0.1	6	-3	10	7	6	10	3
COc1ccc(S(=O)(=O)N(CC(=O)NCc2ccco2)c2ccccc2OC)cc1
→ 4	12	-2.1	2	10	-13	1	-8	2	4
c1ccc(N=P(c2nc3ccccc3o2)(N2CCOCC2)N2CCOCC2)cc1
→ 1	-2	0.2	3	-5	3	-2	4	12	1
N#CC(C#N)=NNc1ccc([N+](=O)[O-])cc1
→ 11	-5	0.3	1	-9	-4	-3	-10	16	0
COc1ccccc1C(O)P(=O)(OC(C)C)c1ccc(N(C)C)cc1 (configuration not stated)
→ -9	0	-0.2	3	-1	6	-6	4	-5	0
COC(=O)C1=C(C)N(C)C(=NCc2ccc(OC)cc2)NC1c1ccccc1C(F)(F)F (configuration not stated)
→ -2	5	0.7	6	1	3	0	1	3	-3
CCC(C)Sc1nc2c(cnn2-c2ccc(C)cc2)c(=O)[nH]1 (configuration not stated)
→ 2	-2	0.4	-4	0	0	1	2	8	-3
CC(C)CN1C(=O)c2ccc(C(=O)NCc3ccc4c(c3)OCO4)cc2C1=O
→ 1	0	0.2	-2	0	-2	0	2	2	-1
CSCCC(NC(=O)c1cccc(C)c1)C(=O)NCc1cccs1 (configuration not stated)
→ 3	-4	0.2	0	-1	-2	4	2	-1	-2
COc1c2c(cc3oc(C)cc(=O)c13)OC(C(C)(C)OC1OC(CO)C(O)C(O)C1O)C2 (configuration not stated)
→ 1	-2	0.0	3	-1	-4	0	-4	4	-1
Cc1ccc(/C=C/C(=O)OCC(=O)NC(=O)NCc2ccccc2)cc1
→ -2	4	0.2	5	-1	-8	-2	-3	3	-3
Cc1ccc(CN2CCSc3ccc(C(=O)NCc4ccco4)cc32)cc1
→ 7	-2	-29	-8	-6	-9	3	1	-7	1
CCNC(=O)N1CCN(c2ccc(N3CCN(Cc4ccccc4)[C@H](C)C3)c(C)c2)[C@@H](C)C1
→ 4	0	1.0	-2	3	3	-4	-4	-7	7
Cc1ccc(S(=O)(=O)N2CC(O)CC2C(=O)Nc2ccc3c(c2)CCC3)cc1 (configuration not stated)
→ 7	0	-0.4	1	-1	-4	-2	0	8	1
Cc1nc2nc(-c3ccccc3)nn2c(C)c1C
→ -15	0	0.7	7	-1	3	1	1	11	2
CC1Cc2ccccc2N1C(=O)COC(=O)c1ccc(Br)o1 (configuration not stated)
→ 8	2	0.5	-1	2	3	3	5	6	2
Cc1cc(O)cc(=O)n1-c1cccc([N+](=O)[O-])c1
→ -4	1	-0.2	-1	0	14	-4	-3	8	1
COC(=O)C(NC(=O)c1ccc(F)cc1)(Nc1ncc(S(=O)(=O)c2ccc([N+](=O)[O-])cc2)s1)C(F)(F)F (configuration not stated)
→ -5	6	-0.2	4	-1	-6	2	-2	8	2
CCOC(=O)c1c(CN2CCC(C)CC2)n(C)c2cc(Br)c(OC)cc12
→ -5	1	0.0	6	0	1	1	-5	-8	5
CCCCn1c(N)c(Sc2ccccc2)c(=O)[nH]c1=O
→ 5	2	0.4	0	-3	-12	1	1	16	-3
CC(=O)Oc1ccc(NC(=O)C2CCCCC2)c(C(=O)O)c1
→ 7	-5	-2.1	0	-2	-7	2	-1	-4	1
COc1ccc2c(c1)c(N=NC(N)=S)c(O)n2CC(=O)c1ccccc1
→ -7	-3	-0.8	3	0	0	-1	3	9	0
CC(C)C[C@@H](CN)NC(=O)c1nc[nH]c1C(=O)N[C@@H](C)C(=O)CNC[C@H](CC(C)C)NC(=O)c1nc[nH]c1C(=O)N[C@@H](CC(=O)O)C(=O)O
→ 0	-2	-0.4	9	5	3	-3	1	5	5
CN(C)c1nc(-c2ccccc2)ncc1S(=O)(=O)c1ccccc1
→ 6	-2	0.0	8	-3	8	-5	-1	-1	-3
Cc1ccc(NC(=O)CN(C)C(=O)CN2C(=O)NC(C)(c3ccccc3)C2=O)cc1 (configuration not stated)
→ -5	-1	0.2	0	0	1	-1	3	3	-2

# Entries of single compounds, looked up by structure. Values in the order: SIAE primary | MBD2 DNA inh | proKLK7 act | Tn7 DDE FP | UHRF1 MBD2 ctr | DDE Tn6 FP inh | LEDGF integ inh | TCR-CD3 inh | TDP2 absorb | PRMT1 inh
# `CCCCn1c(N)c(Sc2ccccc2)c(=O)[nH]c1=O` is entered as 5 | 2 | 0.4 | 0 | -3 | -12 | 1 | 1 | 16 | -3
# `CC1Cc2ccccc2N1C(=O)COC(=O)c1ccc(Br)o1` (configuration not stated) is entered as 8 | 2 | 0.5 | -1 | 2 | 3 | 3 | 5 | 6 | 2
# `Cc1cc(O)cc(=O)n1-c1cccc([N+](=O)[O-])c1` is entered as -4 | 1 | -0.2 | -1 | 0 | 14 | -4 | -3 | 8 | 1

# (more compounds)
# Every second line gives: SIAE primary	MBD2 DNA inh	proKLK7 act	Tn7 DDE FP	UHRF1 MBD2 ctr	DDE Tn6 FP inh	LEDGF integ inh	TCR-CD3 inh	TDP2 absorb	PRMT1 inh
CCOC(=O)c1cccc(NC(=O)c2ccc(NC(=O)C3CCCO3)cc2)c1 (configuration not stated)
→ -10	-3	0.6	-1	1	2	-3	3	-7	2
COc1ccc(CCNC(=O)c2ccccc2Cl)cc1OC
→ -3	-6	-0.5	5	0	8	4	-1	-6	-2
CCOC(=O)c1ccccc1NC(=O)Cn1cnc2c1c(=O)n(C)c(=O)n2C
→ 4	-4	-0.3	8	0	-2	-3	7	-2	-6
O=C(CCC(=O)N1CCCCC1)Nc1ccc(Cl)c(Cl)c1
→ 4	-2	0.1	-1	3	-5	-7	2	-4	4
COc1ccc(C2=Nn3c(nnc3C(F)(F)F)SC2)cc1
→ -2	-8	-0.2	6	0	2	-5	3	-18	0
Cc1cccc(NC(=S)NNC(=O)c2csc3c2CCCC3)c1
→ 0	0	-0.2	-12	-1	2	0	9	-2	-3
CCOCCCNc1nc(C)nc2c1nnn2Cc1c(F)cccc1Cl
→ 7	-8	0.1	-9	0	2	7	0	-6	-1
COC(=O)C(C)(C)ONC(=O)Nc1ccc(C)cc1
→ 4	-4	-0.8	2	0	-2	-5	5	2	-1
COc1ccc(O)c(CN2CCN(C/C=C/c3ccccc3)CC2)c1
→ 3	-2	-0.1	6	-2	3	-4	-2	8	1

# Screens as filed in PubChem.
